Screens (PubChem BioAssay)
Kir21 inh – blocks the mouse Kir2.1 inward-rectifier potassium channel; P35561; B-score at 10 µM; 310,000 compounds, 0.85% hits; HEK293-Kir2.1, FluxOR thallium flux fluorescence; active compounds read low;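 active = fluorescence ratio B-score at or below minus 3 SD of library scores, with starting-brightness B-score within 2 SD, cut at about -4.2 in these data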;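 also: channel flux triggered by added potassium and thallium sulfate stimulus; B-score of peak minus minimum fluorescence over baseline after thallium stimulus; more negative B-score means stronger Kir2.1 block with less thallium influx; some compounds called inactive have numbers as strong as hits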
Target sequence (P35561 whole entry, looked up): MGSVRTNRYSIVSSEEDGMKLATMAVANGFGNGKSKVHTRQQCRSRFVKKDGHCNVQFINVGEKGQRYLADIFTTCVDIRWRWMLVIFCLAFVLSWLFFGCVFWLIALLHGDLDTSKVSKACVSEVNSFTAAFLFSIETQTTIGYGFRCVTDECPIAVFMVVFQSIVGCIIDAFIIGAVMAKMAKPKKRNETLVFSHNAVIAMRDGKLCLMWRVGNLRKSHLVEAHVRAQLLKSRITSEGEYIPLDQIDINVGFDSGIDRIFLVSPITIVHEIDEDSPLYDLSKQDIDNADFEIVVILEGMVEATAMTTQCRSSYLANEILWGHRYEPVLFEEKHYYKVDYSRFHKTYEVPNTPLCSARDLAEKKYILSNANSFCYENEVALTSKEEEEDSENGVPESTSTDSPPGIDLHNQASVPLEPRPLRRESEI
CHT block – human CHT choline transport inhibition; CHT-expressing cells, membrane potential dye, choline response; active compounds read low; B-score at 10 µM; 310,000 compounds, 0.86% hits; AID 488975;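 active = B-score over 3 SD under the library average, and starting fluorescence ratio not unusually high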;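 also: choline stimulus applied at its EC90 after an EC20 pre-addition; B-score computed on integrated fluorescence ratio after choline addition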
Target sequence (Q9GZV3 whole entry, looked up): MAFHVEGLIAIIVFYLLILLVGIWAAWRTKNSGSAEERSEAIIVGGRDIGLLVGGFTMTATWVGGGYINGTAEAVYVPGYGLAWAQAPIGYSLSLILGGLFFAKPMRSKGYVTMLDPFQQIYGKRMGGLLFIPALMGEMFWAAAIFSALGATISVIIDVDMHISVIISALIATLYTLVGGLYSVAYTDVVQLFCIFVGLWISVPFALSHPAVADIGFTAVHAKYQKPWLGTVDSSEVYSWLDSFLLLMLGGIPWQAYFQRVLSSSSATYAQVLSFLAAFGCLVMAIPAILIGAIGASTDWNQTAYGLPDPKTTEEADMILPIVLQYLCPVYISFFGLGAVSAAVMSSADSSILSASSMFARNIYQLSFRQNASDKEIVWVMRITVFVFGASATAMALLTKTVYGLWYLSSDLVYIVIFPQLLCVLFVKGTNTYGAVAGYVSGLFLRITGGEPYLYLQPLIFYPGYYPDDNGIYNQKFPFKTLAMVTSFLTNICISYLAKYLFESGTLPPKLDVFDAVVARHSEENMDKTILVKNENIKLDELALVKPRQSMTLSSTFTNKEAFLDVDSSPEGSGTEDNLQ
Active calls of the source: *; i = inactive; nt = not tested or not shown.

SMILES	Kir21 inh	CHT block
CCCNC(=O)c1noc2c1CCc1cc(OC)ccc1-2	1.1	i
CCCc1c(O)c2ccccc2n(-c2ccccc2)c1=O	0.09	i
O=C(N/N=C/c1cccc(O)c1)c1ccccc1O	-0.09	i
Cc1nc(C(=O)NC2CC2)sc1C1(C)CC(c2ccccc2)=NO1 (stereo not given)	1.1	i
COC(=O)c1ccc(OC(=O)c2ccco2)cc1	-1.9	i
COc1ccccc1NC(=O)c1nn(-c2ccc(Cl)cc2)ccc1=O	2.2	i
COC(=O)c1[nH]c2cc(OC)c(OC)cc2c1/C=N/Nc1ccccc1	0.32	i
O=C1c2ccccc2C(=O)N1CCOc1ccccc1Br	-0.01	i
O=C(CSc1nnnn1C1CCCCC1)Nc1ccc2c(c1)OCO2	0.33	i
Cc1ccc(C)c(S(=O)(=O)C(C#N)c2nc3ccccc3nc2N2CCOCC2)c1 (stereo not given)	-1.2	i
Cc1ccc(N=Cc2ccc(N(C)C)cc2)cc1	0.34	i
CC(C)C[C@H](NC(=O)c1nc[nH]c1C(=O)N1CCN(C(=O)OC(C)(C)C)CC1)C(=O)OCc1ccccc1	1.6	i
COc1ccc2ccccc2c1C(O)c1nccn1C (stereo not given)	-1	i
COc1ccc(C(=O)CCC(=O)Nc2cc(Cl)c(O)c(Cl)c2)cc1	-0.01	i
Cc1c(NC(=O)CSc2ccccc2F)c(=O)n(-c2ccccc2)n1C	0.33	i
O=C(Nc1ccc(CN2CCOCC2)cc1)c1ccc(Br)o1	-1.9	i
CN(C)CCCN(C(=O)c1ccco1)c1nc2c(F)cccc2s1	0.18	i
O=C(Cc1ccccc1)NNC1=NS(=O)(=O)c2ccccc21	-0.35	i
O=C(Nc1ccc(F)cc1)N1CCC(c2nc3c(nnn3Cc3cccc(Cl)c3)c(=O)[nH]2)CC1	nt	i
CNC(=S)NNC(=O)c1cccn(Cc2cccc(Cl)c2)c1=O	1.4	i

In the list so far, these contain a halogen.
SMILES	Kir21 inh	CHT block
COc1ccccc1NC(=O)c1nn(-c2ccc(Cl)cc2)ccc1=O	2.2	i
O=C1c2ccccc2C(=O)N1CCOc1ccccc1Br	-0.01	i
COc1ccc(C(=O)CCC(=O)Nc2cc(Cl)c(O)c(Cl)c2)cc1	-0.01	i
Cc1c(NC(=O)CSc2ccccc2F)c(=O)n(-c2ccccc2)n1C	0.33	i
O=C(Nc1ccc(CN2CCOCC2)cc1)c1ccc(Br)o1	-1.9	i
CN(C)CCCN(C(=O)c1ccco1)c1nc2c(F)cccc2s1	0.18	i
O=C(Nc1ccc(F)cc1)N1CCC(c2nc3c(nnn3Cc3cccc(Cl)c3)c(=O)[nH]2)CC1	nt	i
CNC(=S)NNC(=O)c1cccn(Cc2cccc(Cl)c2)c1=O	1.4	i

Next section.
SMILES	Kir21 inh	CHT block
Cc1ccc(CCNC(=O)CN(c2cc(C)cc(C)c2)S(=O)(=O)c2c(C)noc2C)cc1	1	i
Cc1c(C)c2ccc(OCC(=O)NCCc3c[nH]c4ccccc34)c(C)c2oc1=O	-0.22	i
Cc1cc2nc(N3CCN(C(=O)c4ccco4)CC3)sc2cc1C	0.07	i
COc1ccc(N2Cc3ccccc3C2=NC(=O)c2cccc([N+](=O)[O-])c2)cc1	0.44	i
Cn1cnnc1SCCOc1ccc(Cl)cc1	-0.5	i
O=[N+]([O-])c1ccc(C(=S)N2CCCC2)cc1	-1.1	i
Cc1ccc(-n2cnc3ncnc(-c4ccccc4)c32)cc1	-0.65	i
Cc1c(/C=N\NC(=O)C2COc3ccc(C(C)(C)C)cc3O2)c2ccccc2n1C (stereo not given)	0.07	i
CCCCn1c(=O)[nH]c(=O)c2c1ncn2Cc1ccco1	0.78	i
CCCC(=O)Nc1nc2c(c(=O)[nH]1)CCCC2	-0.95	i
O=c1c2ccccc2n(CC(O)CN2CCCCC2)c2ccccc12 (stereo not given)	0.07	i
Cc1ccnc(NC(=O)CCC(=O)N(CC(=O)NCc2ccc(F)cc2)c2cccc(F)c2)c1	-0.2	i
O=C(COc1ccc(Br)cc1F)N1CCN(c2ncccn2)CC1	-0.08	i
Nc1nc2c(F)cccc2s1	0.03	i
Cc1ccc(NC(=O)CN(C)CCOc2ccccc2)c([N+](=O)[O-])c1	-0.67	i
CCOCCCNS(=O)(=O)c1ccc(-n2cnnn2)c(OC)c1	0.7	i
COc1ccc(C2=NN(C(=O)c3ccccc3)C(c3ccc(OC)c(OC)c3)C2)cc1OC (stereo not given)	-0.46	nt
O=C(Cc1ccccc1)Nc1ccnn1C1CCN(Cc2nccs2)CC1	0.27	i
Cc1ccc2nc(SCC(=O)NCc3ccc(F)cc3)[nH]c2c1	-1.3	i
O=C(CCCOc1ccccc1)Nc1ccc2c(c1)OCCO2	-0.46	i
OCCN1CCN(Cc2nc(-c3cccc(Cl)c3)no2)CC1	-1.4	i
O=C(Nc1ccncc1)c1ccccc1F	-0.79	i
O=C(OCC1COc2ccccc2O1)c1ccccc1F (stereo not given)	1.4	i
O=C(Cn1c(CO)nc2ccccc21)NCCc1ccc(F)cc1	0.63	i
Cc1nc(NC(=O)c2oc3ccccc3c2C)sc1C(=O)N(C)C	1.5	i
COc1ccc(CCCc2nnc(SCC(=O)Nc3nc(C)cs3)n2C)cc1	-0.93	i
Cc1sc2c(c1C)c(=O)nc1n2Cc2ccccc2-1	0.41	nt
O=C(NC(=S)Nc1cccnc1Cl)c1ccco1	1.3	i
O=C(CN1CCOCC1)Nc1ccccc1NC(=O)C1CCN(c2ncccn2)CC1	1.1	i
COC(=O)c1sc(-c2cccs2)cc1NC(=O)/C=C/C(=O)O	-0.18	i
CCC(C)NC(=O)C1CCN(S(=O)(=O)c2ccc3[nH]c(=O)ccc3c2)CC1 (stereo not given)	0	i
Cc1ccc(-n2c(O)c(C=Nc3ccccc3-c3n[nH]c(=S)[nH]c3=O)c3ccccc3c2=O)c(C)c1	-0.03	i
C=CCOc1ccccc1CN1CCC(CO)(CCOc2ccccc2)CC1	-3.3	i
CCOC(=O)c1oc2c(C)c(O)ccc2c(=O)c1-c1nncn1-c1ccccc1	1.9	i
Cc1nn(-c2ccccc2)c2c1C1(C(=O)N(C)c3ccccc31)N(c1ccccc1)C(=O)N2 (stereo not given)	-0.66	i
O=C(c1c(F)c(F)c(F)c(F)c1F)N1CCN(c2cccc(C(F)(F)F)c2)CC1	0	i
CCOC(=O)c1c(NC(=O)COC(=O)CCOc2ccc(OCC)cc2)sc(C(=O)N(C)C)c1C	0.33	i
COc1ccccc1N1CCN(C2CCN(C(=O)c3cccc(F)c3)CC2)CC1	-0.26	i
Cc1[nH]nc2c1C1(C(=O)N(Cc3ccc(Cl)cc3)c3ccccc31)C(C#N)=C(N)O2 (stereo not given)	-0.46	i
Cc1ccc(N2C(=O)N(CC(=O)N(C)Cc3ccccc3)C(=O)C2C)cc1 (stereo not given)	-0.25	i
CC(=O)NC(N1CCCCC1)C(F)(F)C(F)(F)C(F)(F)C(F)F (stereo not given)	0.07	i
Cc1ccc(C(=O)/C=C/Nc2ccc([N+](=O)[O-])cc2Br)cc1	-0.4	i
O=[N+]([O-])c1cc(CN2CCCC2)ccc1Sc1ccc(Cl)cc1	-3	i
CCc1nnc(NC(=O)c2cccc(NC(=O)C(C)C)c2)s1	-0.54	i
C=C(Cl)COc1ccc2c(CCCC)cc(=O)oc2c1	-0.02	i
O=C(Nc1ccccc1)c1ccc(Br)c(S(=O)(=O)Nc2ccccn2)c1	-0.76	i
COc1cccc(Nc2nc(-c3sc(NC(=O)c4ccco4)nc3C)cs2)c1	-2.9	i
NC(=O)c1cc2c(s1)-c1cc(Cl)ccc1SC2	1.4	i
CCCn1c(SCc2nc(-c3cccs3)no2)nnc1-c1ccncc1	-0.72	i
CCc1cc(-c2ccc3c(c2)COc2c4ccccc4nn2-3)on1	0.29	i
(listing goes on)
SMILES	Kir21 inh	CHT block
CCOc1ccc(-c2nnc3ccc(SCC(=O)NCc4ccco4)nn23)cc1	0.01	i
Cc1nc(N(C)Cc2ccccc2)c2nnn(Cc3ccccc3)c2n1	0.96	i
CCOC(=O)C1(C)NC(c2cc(OC)c(OC)c(OC)c2)C2C(=O)N(CC)C(=O)C21 (stereo not given)	-0.16	i
CCc1ccc(-c2cc(C(=O)Nc3ccc(S(=O)(=O)NC(C)=O)cc3)c3ccccc3n2)cc1	0.93	i
Cc1ccc(N(CC(=O)NCC2CCCO2)C(=O)CCC(=O)Nc2cc(C)on2)cc1 (stereo not given)	-0.39	i
CC(C)=CCC/C(C)=C/COc1ccc2ccc(=O)oc2c1	-1.7	i
O=C(CN1C(=O)c2ccccc2S1(=O)=O)NCCSc1ccccc1	-1.3	i
COc1c([N+](=O)[O-])cc(C(=O)NNC(=O)c2ccc(C)cc2)cc1[N+](=O)[O-]	-0.18	i
C=CCn1c(SCC(=O)N2CCN(c3ccccc3)CC2)nc2c([nH]c3ccccc32)c1=O	0.67	i
O=S(Cc1ccc(Br)cc1)Cc1nnc(SCc2ccc(Br)cc2)n1-c1ccccc1 (stereo not given)	-0.71	i

A second format for 6 compounds above.
Molecule,Kir21 inh,CHT block
CCc1ccc(-c2cc(C(=O)Nc3ccc(S(=O)(=O)NC(C)=O)cc3)c3ccccc3n2)cc1,0.93,i
CCOc1ccc(-c2nnc3ccc(SCC(=O)NCc4ccco4)nn23)cc1,0.01,i
CC(C)=CCC/C(C)=C/COc1ccc2ccc(=O)oc2c1,-1.7,i
O=S(Cc1ccc(Br)cc1)Cc1nnc(SCc2ccc(Br)cc2)n1-c1ccccc1 (stereo not given),-0.71,i
O=C(CN1C(=O)c2ccccc2S1(=O)=O)NCCSc1ccccc1,-1.3,i
Cc1ccc(N(CC(=O)NCC2CCCO2)C(=O)CCC(=O)Nc2cc(C)on2)cc1 (stereo not given),-0.39,i

Next records
SMILES	Kir21 inh	CHT block
CSc1ccc(CCNC(=O)CCc2nnc3ccc(N4CCCC4)nn23)cc1	0.92	-5.3*
O=C(CSc1nc2ccccc2s1)N/N=C/c1ccccc1C(=O)O	3.7	i
Cc1cc([N+](=O)[O-])ccc1NCc1ccccc1	0.88	i
CCOC(=O)c1ccc(-c2ccc(/C=C(\C#N)C(=O)NCc3cccs3)o2)cc1	nt	i
CNC(=O)c1ccsc1NC(=O)C1CCN(S(=O)(=O)c2ccc(Cl)s2)CC1	0.01	i
N#CC1(NC(=O)CN2C(=O)c3ccc([N+](=O)[O-])cc3C2=O)CCCCC1	0.56	i
C/C(=N\NC(=O)Cn1nc(C)c([N+](=O)[O-])c1C)c1ccco1	-0.82	i
CC(=O)c1c(CSc2ccccc2)oc2ccc(O)c(CN(C)C)c12	-6.5*	i
Cc1ccc(Cn2nnc3c(=O)n(CC(=O)N4CCN(c5ccccc5)CC4)cnc32)cc1	-1.4	i
COCCCNCCCCOc1ccc(Br)cc1C	-2.8	i
Cc1ccc(S(=O)(=O)NCCC(=O)Nc2ccc(C)cc2C(=O)c2ccccc2)cc1	-1.6	i
COC(=O)[C@H](CCSC)NC(=O)N1CCN(c2cccc(C(F)(F)F)c2)CC1	-1.7	i
NC(=S)Cc1ccccc1Cl	-0.4	i
Cc1ccc(NC(=O)NCc2c(C)nn(C)c2C)cc1Cl	1.6	i
O=C(Cc1ccc(Br)cc1)Nc1ccc(S(=O)(=O)NCC2CCCO2)cc1 (stereo not given)	0.22	i
CC(=O)c1ccc(OCc2cc(C(=O)NC(C)Cc3ccccn3)no2)cc1 (stereo not given)	0.96	i
CC1(C)N=C(SCC(=O)Nc2ccc(Cl)cc2)C(c2ccccc2)=N1	0.06	i
CCOC(=O)Cc1csc(Nc2c(C)n(C)n(-c3ccccc3)c2=O)n1	0.06	i
O=C(O)C1=C(OCc2ccccc2)C(=O)NCC1	0.15	i
Cc1ccc(C(=O)CSc2ccccn2)cc1	-1.5	i
O=C1NC[C@H](Cc2ccc(O)cc2)N(CCc2cccc3ccccc23)C1=O	0.03	i
O=C(CN(CC1CCCO1)C(=O)CNS(=O)(=O)c1ccc(Cl)cc1)NCCc1ccccc1 (stereo not given)	-2	i
CSC1=NCCN1C(=O)Cc1ccc(-c2ccccc2)cc1	0.01	i
Cc1occc1C(=O)NC1CCCN(Cc2ccc(CC(C)C)cc2)C1 (stereo not given)	-2.5	i
CCCC(C(=O)NCc1ccco1)N(C(=O)CNS(=O)(=O)c1ccc(Cl)cc1)C1CCCC1 (stereo not given)	-0.1	i
N#Cc1ccc(C23CC4(C2)[C@H](CN(Cc2ccc(-c5ccccc5)cc2)[C@@H]4c2ccccc2)C3c2ccc(Cl)nc2)cc1 (stereo not given in full)	0.14	i
O=C(CCC(=O)N1CCCCC1)Nc1nnc(C2CCCCC2)s1	0.95	i
Cc1oc2cc3oc(=O)c(CCC(=O)N(C)CC(=O)O)c(C)c3cc2c1C	-0.02	i
COC(=O)c1ccc(-c2ccc(Cl)cc2)nc1C	-0.83	i
CCOc1ccc(S(=O)(=O)N2CCN(c3ccccc3OC)CC2)c2cccnc12	-0.32	i
CN(CC(=O)Nc1ccccc1Cl)C(=O)c1cccc(-n2cccc2)c1	-1.5	i
CCN1C(=O)/C(=C\N(C(C)=O)c2ccccc2)OC1=S	-0.15	i
COC(=O)N1N=C(c2ccccc2)CC1(O)C(F)(F)F (stereo not given)	0	i
CN1CCN(C2Cc3ccc(F)cc3Sc3cc(F)c(Cl)cc32)CC1 (stereo not given)	-0.02	i
O=[N+]([O-])c1ccc(OS(=O)(=O)Cc2ccccc2)cc1	0.32	i
CSc1c(CC(=O)Nc2ccccc2)n(Cc2ccccc2)c2ccccc12	-0.2	i
Cc1c(N=C/C=C/c2ccccc2)c(=O)n(-c2ccccc2)n1C	0.08	i
Cc1ccc(-c2cc(C(=O)N/N=C/c3c[nH]c4ccccc34)n[nH]2)o1	0.34	i
O=C(COC(=O)c1ccc(O)cc1)Nc1ccccc1	0.55	i
Oc1ccccc1N=Cc1sc2ccccc2c1Cl	-1.1	i
CS/C(N)=N/N=C/c1cc(Br)cc(Br)c1O	-0.49	i
COC(=O)N/N=C1/C/C(=N\NC(=O)OC)c2ccccc21	1.6	i
